APOBEC3G inh: APOBEC3G DNA deaminase inhibitors, primary screen, biochemical, fluorescence, single-stranded DNA substrate, uHTS | 0.28% of 330,000 active | recombinant A3G, ssDNA deamination FAM/TAMRA fluorescence | inhibition, % at 20 µM | DNA dC->dU-editing enzyme APOBEC-3G (Homo sapiens), Q9HC16 | AID 493012, 2011;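 active = inhibition of at least 40% at 20 µM, with no more than 30% in the related APOBEC3A deaminase screen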;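 note: plate controls were DMSO wells with A3G for no effect and wells lacking A3G enzyme for full effect; some compounds called inactive have numbers as strong as hits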
Target sequence (Q9HC16 whole entry, looked up): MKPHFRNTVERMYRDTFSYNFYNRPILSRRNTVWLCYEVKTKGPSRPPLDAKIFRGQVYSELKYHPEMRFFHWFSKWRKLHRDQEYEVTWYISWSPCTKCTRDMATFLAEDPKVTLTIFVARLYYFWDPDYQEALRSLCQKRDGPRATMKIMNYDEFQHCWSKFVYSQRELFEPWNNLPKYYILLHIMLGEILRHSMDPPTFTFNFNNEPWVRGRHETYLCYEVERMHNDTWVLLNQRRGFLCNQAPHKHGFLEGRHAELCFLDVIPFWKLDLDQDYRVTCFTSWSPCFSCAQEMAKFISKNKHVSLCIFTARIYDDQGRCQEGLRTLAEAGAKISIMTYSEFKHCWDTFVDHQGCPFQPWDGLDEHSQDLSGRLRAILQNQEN
mIAP block: inhibitors of mouse IAP, primary screen, biochemical, luminescence, uHTS; 0.2% of 330,000 active; intestinal alkaline phosphatase [Mus musculus]; inhibition, % at 10 µM; purified mouse IAP, CDP-Star luminescence, 30 min; AID 2806, 2010;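 active = inhibition of at least 40% at 10 µM in the primary screen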;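 note: plate controls were DMSO with enzyme for no effect and no enzyme wells for full effect; values of inactives mirror those of a sister screen read the other way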
MIN6 prolif: inducers of MIN6 beta-cell proliferation, primary screen, ATP luminescence, uHTS. 0.29% of 330,000 active. MIN6 cells proliferation, ATPlite luminescence, 48 h; cells starved in 0.2% serum; 100% = growth in 10% serum. proliferation, % at 10 µM. AID 2380, 2010;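 active = compounds whose signal lies at least 3.5 SD above the mean of all wells on their plate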;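 note: 0% = DMSO-treated cells in low-serum medium and 100% = 10% serum control; some compounds called inactive have numbers as strong as hits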
A3A deaminase: APOBEC3A ssDNA deaminase inhibitors, primary screen, selectivity assay for APOBEC3G inhibitor project, biochemical, FAM/TAMRA oligo cleavage fluorescence | DNA dC->dU-editing enzyme APOBEC-3A (Homo sapiens), P31941 | recombinant A3A, FAM/TAMRA ssDNA deamination fluorescence | inhibition, % at 20 µM | 0.41% of 330,000 active | AID 493011, 2011;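 active = at least 40% inhibition at 20 µM here, with at most 30% in a related deaminase screen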;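 note: plate controls were A3A with DMSO for no effect and wells lacking A3A enzyme for full effect; some results filed as inactive read as strong as hits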
Target sequence (P31941 whole entry, looked up): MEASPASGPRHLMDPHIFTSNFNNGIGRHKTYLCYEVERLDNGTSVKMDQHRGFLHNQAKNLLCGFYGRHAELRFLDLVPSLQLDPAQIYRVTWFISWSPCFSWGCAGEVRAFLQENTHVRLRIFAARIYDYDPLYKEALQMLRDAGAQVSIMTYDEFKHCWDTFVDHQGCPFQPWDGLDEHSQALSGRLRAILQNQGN
hIAP act: human IAP activators, primary screen, biochemical, luminescence, uHTS | Intestinal-type alkaline phosphatase (Homo sapiens), P09923 | purified human IAP, CDP-Star luminescence, 30 min; active compounds read high; 1 = vehicle-only enzyme, 0 = enzyme-free background | activation factor at 10 µM | 0.16% of 330,000 active;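 active = activation factor of the enzyme at least 2-fold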; note: the source names both 10 and 20 µM as test concentration; values of inactives mirror those of a sister screen read the other way
Target sequence (P09923 whole entry, looked up): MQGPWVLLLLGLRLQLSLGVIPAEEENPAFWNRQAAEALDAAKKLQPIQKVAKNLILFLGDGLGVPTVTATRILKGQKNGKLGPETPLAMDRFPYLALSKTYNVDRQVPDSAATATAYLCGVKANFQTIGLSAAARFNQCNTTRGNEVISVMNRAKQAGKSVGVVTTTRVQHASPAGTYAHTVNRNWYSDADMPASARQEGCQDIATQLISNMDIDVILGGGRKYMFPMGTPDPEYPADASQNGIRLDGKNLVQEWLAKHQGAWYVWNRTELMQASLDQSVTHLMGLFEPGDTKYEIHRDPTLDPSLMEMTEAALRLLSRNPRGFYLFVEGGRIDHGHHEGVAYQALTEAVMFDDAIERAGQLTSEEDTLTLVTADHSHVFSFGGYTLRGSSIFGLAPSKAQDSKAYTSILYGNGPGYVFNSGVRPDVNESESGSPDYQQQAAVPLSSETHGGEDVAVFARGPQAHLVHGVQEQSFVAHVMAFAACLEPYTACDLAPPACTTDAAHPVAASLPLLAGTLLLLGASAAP
mIAP activ: activators of mouse IAP, primary screen, biochemical, luminescence, uHTS; muIAP, CDP-Star luminescence, 30 min; active compounds read high; 1 = vehicle-only enzyme signal, 0 = enzyme-free wells; activation factor at 10 µM; 0.24% of 330,000 active; AID 2805, 2010;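 active = activation factor of at least 2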; note: the source names both 10 and 20 µM as test concentration; values of inactives mirror those of a sister screen read the other way
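also added = chemiluminescent substrate CDP-Star | test system = mouse IAP enzyme | signal = chemiluminescence readout | compound = DMSO-dissolved test compounds | incubation = 30 min at room temperature | benchmarks = DMSO wells, no-enzyme wells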
NLRP3 yeast inh: NALP3 inflammasome inhibitors in reconstituted yeast, primary screen, luminescence, uHTS; Yeast reconstituted NLRP3/ASC/caspase-1, beta-gal luminescence, 24 h; 0.39% of 330,000 active; AID 2825, 2010; inhibition, % at 10 µM;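 active = inhibition of 50% or more; inactive = inhibition below 50%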;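 note: plate controls were induced DMSO wells for no effect and uninduced yeast grown without galactose for full effect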
SENP1 FRET inh: human SENP1 catalytic domain inhibitors, primary screen, biochemical, FRET, uHTS. recombinant SENP1 catalytic domain, CyPet-SUMO1-YPet FRET cleavage. Sentrin-specific protease 1 (Homo sapiens), Q9P0U3. 0.21% of 360,000 active. inhibition, % at 10 µM;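 active = inhibition at least 30% at 10 µM, raw YFP signal under a set limit, fluorescence ratio 0.5 to 1.5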;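 note: 0% = enzyme with DMSO and 100% = no enzyme wells; some results filed as inactive read as strong as hits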
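Test system: recombinant human SENP1 catalytic domain, His6-tagged / Medium: pH 8 Tris buffer with EDTA, NaCl, BME, BSA, NP40, catalase / Also added: SUMO1 FRET substrate flanked by Cypet and Ypet, 25 nM / Times: 50 min reaction at room temperature / Signal: FRET, CFP and YFP emission / Control set: no-enzyme low control and enzyme-plus-DMSO high control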
hIAP block: human IAP inhibitors, primary screen, biochemical, luminescence, uHTS. AID 2544, 2010. Intestinal-type alkaline phosphatase (Homo sapiens), P09923. inhibition, % at 10 µM. 0.12% of 330,000 active. purified IAP, CDP-Star luminescence, 30 min;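 active = inhibition reaching a set limit with compound at 10 µM in the primary screen, cut at about 35% in these data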;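 note: plate controls were DMSO wells with enzyme for no effect and no-enzyme buffer wells for full effect; values of inactives mirror those of a sister screen read the other way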
The depositor's hits bear a star; x = not tested or not shown.

SMILES	APOBEC3G inh	mIAP block	MIN6 prolif	A3A deaminase	hIAP act	mIAP activ	NLRP3 yeast inh	SENP1 FRET inh	hIAP block
COc1ccc(CC(=O)O/N=C(\N)Cc2ccc(OC)c(OC)c2)cc1	-4	2	-3	-2	1	0.98	0	1	-2
COC(=O)N/N=C(/c1ccccc1)C1CCCCC1	-2	2	-1	5	1	0.98	11	x	0
C=CCn1c(SCC(=O)NC(=O)NCc2ccco2)nc2sc(CC)cc2c1=O	10	-1	3	21	0.91	1	-5	0	9
CC(=O)CCc1ccc(Oc2nc(-c3cccnc3)nc3ccccc23)cc1	-6	14	1	2	0.64	0.86	23	-24	36*
COc1cccc(CN2CCNC(=O)C2CC(=O)NCCn2cccn2)c1OC (stereo not given)	1	-7	2	-1	1.1	1.1	7	-1	-7
CCCNC(=O)C1CN(S(=O)(=O)c2ccccc2)CCN1S(=O)(=O)c1ccccc1 (stereo not given)	-4	-5	-2	-2	0.85	1	-14	2	15
Nc1nc(SCC(=O)Nc2cc(Cl)ccc2Cl)n[nH]1	-7	2	-4	-5	1.2	0.98	4	-1	-24
Cc1cccc(N(C(=O)c2csnn2)C(C(=O)NCc2ccccc2)c2cccs2)c1 (stereo not given)	-6	-9	0	4	0.98	1.1	27	3	2
COc1ccc(C(=O)Nc2ccc(C(=O)c3ccccc3)cc2)cc1	-5	8	0	1	0.97	0.92	1	1	2
CC(C)n1c(=NC(=O)c2ccco2)c(C#N)cc2c(=O)n3ccccc3cc21	0	0	4	1	1.1	1	4	9	-6
CCOC(=O)n1c(=O)n(Cc2ccccc2Cl)c2ccccc21	-1	14	-3	-1	1	0.86	18	2	-3
COc1ccccc1C(O)(C(=O)NNc1cccc(C)c1)c1ccccc1OC	-4	2	-1	-2	1	0.97	17	0	-2
O=C(C1CCCO1)N1CCN(S(=O)(=O)c2cccc3nsnc23)CC1 (stereo not given)	-2	-5	-4	10	1	1.1	-2	1	-1
COc1ccc(CNC(=O)CCc2nnc3ccc(N4CCC5(CC4)OCCO5)nn23)cc1	3	-3	-3	-1	1.2	1	4	-5	-16
O=[N+]([O-])c1ccc(OCCCOc2cccc3cccnc23)cc1	-3	2	-1	-4	1.1	0.98	28	1	-10
CC(=O)c1ccccc1NC(=O)C1CC(=O)N(c2ccc3c(c2)OCCO3)C1 (stereo not given)	-4	5	-3	-1	1.1	0.95	19	-2	-6
Cc1nn(CCO)c2nc(-c3cccs3)cc(C(F)(F)F)c12	-6	4	0	-2	0.87	0.96	28	-1	13
CCOC(=O)C1(CC2CCCCO2)CCN(Cc2nccn2-c2ccc(OC)cc2)CC1 (stereo not given)	-6	6	-3	-3	1	0.94	13	2	0
CCOC(=O)C1=C(CC)Nc2ccccc2N/C1=N\S(=O)(=O)c1cccc(C(C)=O)c1	0	5	-2	1	1	0.95	5	1	-3
Cc1cc(OCC(=O)N2CCN(c3ccccc3)CC2)c2c(C)cc(=O)oc2c1	-5	7	7	-1	0.61	0.93	15	3	39*
O=C(O)c1cc2cc(Cl)ccc2oc1=O	-5	4	-1	-1	0.73	0.96	-9	1	27
O=C(COc1ccccc1/C=C1/NC(=O)NC1=O)Nc1ccccc1	10	3	-2	46*	0.92	0.97	-4	-7	8
CS(=O)(=O)c1ncc(Cl)c(C(=O)Nc2ccc(N3CCOCC3)cc2)n1	-4	5	-4	-4	0.8	0.95	-5	1	20
CC(C)NC(=O)C1c2ccccc2Oc2ccccc21	-5	5	-1	-5	1.3	0.95	8	0	-27
CC[C@]12c3[nH]c4ccc(Cl)cc4c3CCN1C(=O)[C@@H](CC(=O)NC/C=C(\C)CCC=C(C)C)C[C@@H]2C(=O)N1CCN(C(=O)c2ccco2)CC1	4	-3	x	0	x	1	x	-3	x

Overlap with the part before: 2 entries, then new ones.
SMILES	APOBEC3G inh	mIAP block	MIN6 prolif	A3A deaminase	hIAP act	mIAP activ	NLRP3 yeast inh	SENP1 FRET inh	hIAP block
CC(C)NC(=O)C1c2ccccc2Oc2ccccc21	-5	5	-1	-5	1.3	0.95	8	0	-27
CC[C@]12c3[nH]c4ccc(Cl)cc4c3CCN1C(=O)[C@@H](CC(=O)NC/C=C(\C)CCC=C(C)C)C[C@@H]2C(=O)N1CCN(C(=O)c2ccco2)CC1	4	-3	x	0	x	1	x	-3	x
Cc1ccc(NC(=O)CSc2nccc(=O)[nH]2)c(S(=O)(=O)N2CCOCC2)c1	-1	-1	2	0	1	1	1	-1	-4
CN(C)C(=S)c1ccccc1	24	14	-1	-1	1	0.86	7	2	-4
O=C(Nc1ccccc1N1CCOCC1)c1cccc([N+](=O)[O-])c1	-5	4	0	-1	1.1	0.96	1	3	-12
Fc1ccc(NC(=S)Nc2cccnc2)c(Cl)c1	-15	4	0	0	0.98	0.96	-8	-1	2
CCN(c1ccccc1)S(=O)(=O)c1ccc(Cl)c(NC(=O)CNCc2ccccc2OC)c1	0	2	-5	-2	0.85	0.98	15	1	15
CCCCN(C)C(=O)c1cc2c(Cl)nc3ccccc3c2s1	-9	7	4	-4	0.86	0.93	9	0	14
CCOC(=O)C1(Cc2ccc(O)cc2)NC(c2ccccc2F)C2C(=O)N(C)C(=O)C21 (stereo not given)	5	-2	-1	3	1	1	-1	-1	-3
CC(C)CNC(=O)c1ccccc1N(Cc1ccccc1)S(C)(=O)=O	-5	-1	-2	-6	0.95	1	12	2	5
O=C(NCC(c1ccco1)N1CCN(c2ccccc2)CC1)C(=O)NC1CCCC1 (stereo not given)	-9	1	1	-2	1	0.99	6	2	-4
CC(=C\c1ccccc1)/C=C1/SC(=S)N(CCC(=O)Nc2ccccn2)C1=O	-2	22	-4	0	1	0.78	9	x	-4
COc1cc(NC(=S)N2CCN(S(=O)(=O)c3ccc(C)cc3)CC2)cc(OC)c1	-5	2	-3	-2	0.92	0.98	2	2	8
CCc1nn(CCCC(=O)NCc2cc(Br)ccc2OC)c(=O)c2cc3occc3n12	-8	2	0	-5	1.4	0.98	12	-7	-43
O=C(NCC(c1ccco1)N1CCCC1)c1ccc(S(=O)(=O)Nc2ccc(F)cc2)cc1 (stereo not given)	2	0	-2	-1	0.97	1	9	-1	3
Cc1cc(=O)[nH]c(NN)n1	-6	2	-1	-1	1.1	0.98	3	1	-11
CCOC(=O)C1=C(O)C(=O)N(Cc2ccccc2)CC1	3	-5	0	31	0.98	1.1	16	1	2
FC(F)(F)c1cc(Oc2ccc(Cl)cc2)ncc1-c1nnc(-c2ccc(Cl)cc2)o1	-2	-2	-2	1	1.2	1	-2	-1	-19
COc1ccc(-c2cc(C(=O)N3CCN(C(=O)c4ccccc4F)CC3)[nH]n2)cc1	1	2	-2	1	0.92	0.98	3	4	8
CS(=O)(=O)N1CCN(Cc2ccc([N+](=O)[O-])cc2)CC1	-5	-12	-2	1	1.1	1.1	21	1	-13
O=S(=O)(c1ccccc1Br)N(CC(O)COCc1ccccc1)C1CC1 (stereo not given)	-2	-2	x	-1	x	1	x	0	x
CN(C)CCNc1nc2c(c(=O)[nH]c(=O)n2C)n1CC(O)COc1ccc(Cl)cc1Cl (stereo not given)	-2	-1	-2	-2	1.1	1	16	-2	-12
Cc1cc(OCC(=O)Nc2nnc(C3CC3)s2)ccc1C(C)C	-2	-11	0	0	1	1.1	4	1	-1
COCCCNC(=O)c1ccc(Cn2c(=O)[nH]c3ccccc3c2=O)cc1	-7	8	0	-2	1.1	0.92	16	1	-6
c1coc(CNc2nc(N3CCCCC3)nc3ccccc23)c1	-2	-12	-6	-1	1	1.1	23	-5	-3
C=CCn1nnnc1SCC(=O)Nc1ccccc1C(=O)OC	-3	6	-2	-2	0.86	0.94	5	-19	14
O=C(NCc1cccs1)C1CCN(S(=O)(=O)c2ccc3c(c2)OCCO3)CC1	8	-21	-2	1	0.85	1.2	13	-3	15

The list goes on:
SMILES	APOBEC3G inh	mIAP block	MIN6 prolif	A3A deaminase	hIAP act	mIAP activ	NLRP3 yeast inh	SENP1 FRET inh	hIAP block
O=C(c1cc(Br)c(Br)s1)N1CCOCC1	-11	0	6	-1	0.86	1	17	0	14
Cc1ccc(NC(=O)C2CCCCC2C(=O)O)cc1Cl (stereo not given)	-3	-2	5	-1	0.88	1	-3	1	12
Cc1ccc(S(=O)(=O)N2[C@@H](c3cccc(Cl)c3)C(C(=O)O)=CC[C@H]2c2ccc(C(C)C)cc2)cc1	-7	6	-8	-1	1.1	0.94	-5	0	-5
O=C(CCCCCNC(=O)c1ccccc1)N=Nc1c(O)[nH]c2c(Br)cc(Br)cc12	2	9	5	8	0.89	0.91	16	x	11
Cc1cccc(NC(=O)Cn2nnc3sc4c(c3c2=O)CC(C)(C)OC4)c1	-3	10	3	-1	0.94	0.9	0	2	6
C/C(=N\NC(=O)c1ccc2ccccc2c1)c1cccs1	-1	11	-4	0	0.86	0.89	13	2	14
CC1=C(C(N)=O)C(c2ccc(Cl)cc2)NC(=O)N1 (stereo not given)	-6	4	0	-4	1.2	0.96	-5	3	-22
O=C(Oc1ccc(-c2cn3c(n2)SCC3)cc1)c1ccccc1	1	-6	-2	2	0.95	1.1	28	2	5
NCCCC[C@H]1CNC(=O)C(=O)N1CCC12CC3CC(CC(C3)C1)C2	2	-3	-2	5	0.83	1	26	1	17
COc1ccc(C(=O)CSc2nc3ccccc3n2CC(=O)NC(C)(C)C)cc1	-11	4	-4	-4	1.1	0.96	17	1	-14
O=C(CCNS(=O)(=O)c1ccc2nsnc2c1)N1CCN(c2ccncc2)CC1	-5	15	-2	64*	0.98	0.85	12	0	2
CCn1cc(CNC(=O)C2CCC(=O)N(Cc3ccc(Cl)cc3)C2)cn1 (stereo not given)	-3	-4	0	-9	1.3	1	20	2	-28
Cn1cc(Cl)c(C(=O)NNC(=S)NC2CCCCC2)n1	-4	17	0	0	0.9	0.83	12	1	10
CNC(=S)NNC(=O)c1ccc(=O)n(Cc2ccc(Cl)cc2Cl)c1	-6	9	4	-3	1.5	0.91	30	1	-50
Cc1cc(C)n(C(=O)Cn2nc(C)c(Br)c2C)n1	-2	8	-4	-1	0.76	0.92	12	2	24
Oc1cccc(C(O)CNCc2ccc(OCc3ccc(Cl)cc3Cl)cc2)c1 (stereo not given)	1	-4	-5	0	0.84	1	9	-1	16
O=C(O)c1cccnc1SCc1ccc([N+](=O)[O-])cc1	-10	2	-5	-3	1	0.97	11	-1	-4
CN(C(=O)COC(=O)CSc1cc(Cl)ccc1Cl)c1c(N)n(Cc2ccccc2)c(=O)[nH]c1=O	8	0	-5	41*	1	0.99	26	-5	-2

These rows are one share of the data; count on the stated rates, not on these rows.
